Bioassay records from PubChem.
S100A4 MyoIIA: inhibitors of S100A4-myosin IIA peptide binding, primary screen, biochemical, fluorescence polarization, TAMRA-MyoIIA peptide; Protein S100-A4 (Homo sapiens), P26447; inhibition, % at 10.7 µM; 0.14% of 360,000 active;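 active means mean inhibition of at least 70% across replicates, with every replicate also reaching that level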
Target sequence (P26447 whole entry, looked up): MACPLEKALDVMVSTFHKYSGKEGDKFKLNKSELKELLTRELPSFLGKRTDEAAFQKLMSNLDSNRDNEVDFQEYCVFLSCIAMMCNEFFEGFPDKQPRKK
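Material: S100A4 monomer protein | Medium: HEPES pH 7.2 with CaCl2, KCl, NaCl, DTT, Triton | Reagent: Labelled myosin peptide probe, 5 nM | Doses: One dose per compound | Times: 5 min incubation before reading | Benchmarks: Neutral control DMSO, positive control TFP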
LGR2 inh: inhibitors of bursicon-induced LGR2 CRE-luciferase signal, primary screen, cell-based, HEK293, CRE-luciferase reporter, bursicon stimulation; Drosophila bursicon receptor LGR2 (rickets); bursicon-stimulated, 4 h; inhibition, % at 9.99 µM; 0.35% of 380,000 active; AID 720647, 2013;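 active means drop in luminescence signal, shown as inhibition above about 50% in the replicate tests, limit read from the data, passing the limit was not always enough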;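 further: agonist challenge used bursicon conditioned medium at about half maximal strength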
EWS-Fli inh: EWS/Fli-driven NR0B1 reporter inhibitors, primary screen, A673 cells, NR0B1 luciferase, luminescence, MLPCN library | viability-normalised | inhibition, % at 12.6 µM | 0.67% of 350,000 active | AID 651661, 2012;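 active means mean inhibition of at least 50% after viability correction, with every replicate also passing that limit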;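 further: firefly luciferase signal divided by Alamar Blue viability fluorescence both relative to DMSO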
PGC1a acetyl inh: inhibitors of PGC1a acetylation signal, primary screen, cell-based, U2OS, AlphaScreen, inhibitor mode | AlphaScreen anti-acetyl-lysine; with virally co-expressed GCN5 acetyltransferase | inhibition, % at 15.6 µM | 0.17% of 350,000 active;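 active means every replicate shows inhibition of at least 40%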;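 further: 0% = neutral control wells and 100% = positive control wells; some results beyond the cut were filed as inactive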
PAX8 reporter: inhibitors of PAX8-driven TPO luciferase reporter, primary screen, RMG-I cells, single concentration; inhibition, % at 12.6 µM; SteadyGlo, 24 h; 1.2% of 360,000 active; AID 652154, 2013;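 active means mean replicate inhibition at least 60% with every replicate also reaching 60%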;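 further: luciferase light reporting Pax8 driven TPO promoter activity; plate controls were median of neutral control wells for no effect and mitoxantrone controls for full effect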
PglD DTNB: C. jejuni PglD acetyltransferase inhibitors, primary screen, biochemical, DTNB colorimetric, single point; UDP-N-acetylbacillosamine N-acetyltransferase PglD (Campylobacter jejuni); purified PglD enzyme, DTNB colorimetric CoA detection; inhibition, % at 12.5 µM; 0.098% of 360,000 active; in the data active means inhibition above about 16%, passing the limit was not always enough; further: strong numbers were not always called active
FN deposit inh: inhibitors of fibronectin matrix deposition, primary screen, AH1F cells, Alexa488-fibronectin fluorescence, plate reader; 0.086% of 350,000 active; AH1F fibroblasts, overnight; inhibition, % at 12.6 µM;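 active means mean inhibition across replicates of 30% or more, regardless of how many single replicates reach that level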;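 further: positive control wells lacked labelled fibronectin entirely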
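Assay system: AH1F fibroblast monolayer, labelled fibronectin deposition. Amount: 10000 cells per well. Also added: labelled fibronectin 24 nM. Compound: single-point pinned compound. Incubation: cell attachment 1 h, compound and FN exposure overnight. Detection: fluorescence after three HBSS washes, excitation 485 nm, emission 525 nm. Read-out: inhibition of fibronectin deposition signal.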
ERAP1 HTS inh: human ERAP1 aminopeptidase inhibitors, primary screen, biochemical, single point, plate reader. 0.15% of 340,000 active. inhibition, % at 10.7 µM. Endoplasmic reticulum aminopeptidase 1 (Homo sapiens), Q9NZ08. recombinant ERAP1, Leu-AMC fluorescence, 60 min. AID 652197, 2013;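 active means mean replicate inhibition of at least 30%, or all replicates individually reaching that 30% level; inactive means mean below 30% and not every replicate reaching it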;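 further: 0% = neutral control wells and 100% = L-leucinethiol positive control wells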
Target sequence (Q9NZ08 whole entry, looked up): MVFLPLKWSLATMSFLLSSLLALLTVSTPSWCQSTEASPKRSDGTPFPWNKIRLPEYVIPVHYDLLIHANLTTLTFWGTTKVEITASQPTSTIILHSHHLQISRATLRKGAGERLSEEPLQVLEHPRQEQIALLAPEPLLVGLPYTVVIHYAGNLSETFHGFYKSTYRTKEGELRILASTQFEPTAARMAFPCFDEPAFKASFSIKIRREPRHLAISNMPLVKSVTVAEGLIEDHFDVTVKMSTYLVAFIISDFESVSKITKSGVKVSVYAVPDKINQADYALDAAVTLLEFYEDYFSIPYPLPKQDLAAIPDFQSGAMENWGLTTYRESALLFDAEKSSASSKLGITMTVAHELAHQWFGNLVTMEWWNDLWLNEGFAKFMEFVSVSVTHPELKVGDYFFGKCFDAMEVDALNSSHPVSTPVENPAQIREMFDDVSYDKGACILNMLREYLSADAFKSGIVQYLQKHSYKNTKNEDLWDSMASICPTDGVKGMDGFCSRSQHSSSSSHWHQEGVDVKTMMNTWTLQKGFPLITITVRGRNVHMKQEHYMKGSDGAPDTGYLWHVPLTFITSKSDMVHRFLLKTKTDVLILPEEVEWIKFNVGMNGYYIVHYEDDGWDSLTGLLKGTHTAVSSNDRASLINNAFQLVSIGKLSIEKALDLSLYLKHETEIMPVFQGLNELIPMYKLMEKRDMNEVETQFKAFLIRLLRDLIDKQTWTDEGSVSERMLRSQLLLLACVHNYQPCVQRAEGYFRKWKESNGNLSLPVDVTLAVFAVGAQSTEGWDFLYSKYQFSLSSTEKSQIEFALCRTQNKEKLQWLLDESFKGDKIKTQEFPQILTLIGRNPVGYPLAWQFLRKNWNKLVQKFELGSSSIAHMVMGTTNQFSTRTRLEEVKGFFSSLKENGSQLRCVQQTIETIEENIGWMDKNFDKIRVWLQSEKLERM
An asterisk follows results filed as active; . = not tested or not shown; & = joins results of further samples.

SMILES	S100A4 MyoIIA	LGR2 inh	EWS-Fli inh	PGC1a acetyl inh	PAX8 reporter	PglD DTNB	FN deposit inh	ERAP1 HTS inh
O=C(NCC[C@@H]1CC[C@@H](NS(=O)(=O)c2cccc(F)c2)[C@H](CO)O1)Nc1cc(F)ccc1F	8	16	-5	-10	-1	0	.	3
CCOc1cc(/C=C2/C(=O)ON=C2C)ccc1OCc1ccccc1	-3	-18	8	.	-3	.	14	2
C[C@@H]1CCCCO[C@H](CN(C)CC2CC2)[C@@H](C)CN([C@H](C)CO)C(=O)c2cc(NC(=O)Cc3ccccc3)ccc2O1	-1	3	.	5	-14	1	.	0
O=C(Cc1cccnc1)N1CC[C@@H]2[C@@H](CO)Nc3ccc(C#Cc4ccccc4F)cc3[C@@H]21	4	-1	.	3	.	.	19	-2
COc1ccccc1CNC(=O)COC(=O)Cc1ccc(F)cc1	3	2	-6	9	-2	.	-5	2
CC1CN(C(=S)SCCN2Cc3ccccc3C2=O)CC(C)O1 (centres undefined)	-3	2	-8	.	40	.	-5	-2
CN(C)c1ccccc1-c1cc(NC=O)c2ncc(-c3cccc(C(F)(F)F)c3)n2c1	16	-9	27	-1	30	6	-17	-4
COc1ccc(-c2ccc3c(c2)O[C@@H](CN(C)CC2CCOCC2)[C@H](C)CN([C@H](C)CO)S3(=O)=O)cc1	6	-5	30	-9	.	0	18	-1
CC(C)Cc1nnc(NC(=O)CCC(=O)NC2CCCCCC2)s1	23	-3	-2	-9	-19	-2	-6	-4
O=C(C[C@@H]1CC[C@H](NC(=O)Nc2ccc3c(c2)OCO3)[C@H](CO)O1)NCc1ccc2c(c1)OCO2	-17	-11	-16	4	-1	9	.	0
CCOC(=O)C[C@H]1c2cc(F)ccc2S(=O)(=O)N1c1cccc(OC)c1	1	8	13	.	1	-3	-15	0
CCOC(=O)c1sc(NC(=S)NC(=O)c2cccc(OC)c2)nc1C	-2	-18	-8	9	-16	6	7	4
C[C@H]1CN([C@@H](C)CO)C(=O)c2cc(NS(=O)(=O)c3cn(C)cn3)ccc2O[C@H]1CN(C)S(=O)(=O)c1ccc(Cl)cc1	2	6	-1	2	9	0	.	-1
CC(C)CC(=O)CN1C(=O)C2(OCCO2)c2ccccc21	.	.	.	3	5	7	-9	.
CCCN1CCCCC(NC(C)=O)C1=O (centres undefined)	-13	17	-1	.	3	.	3	1
CCc1ccc(CCC(=O)Nc2sc3c(c2C#N)CCCC3)o1	.	-34	.	2	.	-1	-15	.
O=C(CN1CCN(Cc2ccc3c(c2)OCO3)CC1)NCC(F)(F)F	-7	4	-1	.	-12	-4	0	-5
O=C(c1ccc(CS(=O)Cc2ccc(Cl)cc2)o1)N1CCN(c2ccccn2)CC1 (centres undefined)	-4	1	-4	3	12	0	6	-3
COCCOc1ccc(C(F)(F)F)cc1NC(=O)CN1C(=O)NC(C)(c2ccc3c(c2)OCO3)C1=O (centres undefined)	-1	-10	8	.	3	.	3	1
Cc1ccnn1CCC(=O)N1CCCC(Nc2ccc(C(C)C)cc2)C1 (centres undefined)	-1	.	2	0	-7	-6	3	-4
CCCSc1nc2cc(S(=O)(=O)N3CCOCC3)ccc2n1CC	4	-2	.	4	-6	-3	-4	4
COc1ccc(N2CSC3=C(C#N)C(c4cccs4)CC(=O)N3C2)cc1 (centres undefined)	.	.	.	3	2	-6	-1	.
Cc1nn(CC2CC2)c(=O)n1-c1cccc(Cl)c1	-1	-3	-1	1	9	-2	2	0
C[C@@H]1CN([C@@H](C)CO)C(=O)c2ccccc2-c2ccccc2CO[C@@H]1CN(C)CC1CC1	6	-6	-5	4	-31	-5	-20	-3
C[C@@H]1CCCCO[C@@H](CN(C)Cc2ccncc2)[C@H](C)CN([C@H](C)CO)C(=O)c2cc(NS(=O)(=O)c3cn(C)cn3)ccc2O1	2	6	3	-21	-8	-3	.	-1
COc1cccc(NC(=O)N(C)C[C@H]2Oc3ncc(C#Cc4ccccc4)cc3C(=O)N([C@@H](C)CO)C[C@H]2C)c1	-21	-29	9	-7	2	58	-16	-2
COc1ccc2[nH]c(=O)c(CN(C)C(=O)c3cccs3)cc2c1	3	3	2	0	9	6	-1	3
C[C@@H]1CN([C@@H](C)CO)C(=O)c2cc(NS(=O)(=O)c3cn(C)cn3)ccc2O[C@@H](C)CCCCO[C@@H]1CN(C)C(=O)Nc1ccc(F)cc1	3	-5	-8	9	-10	13	4	7
COc1ccc(N2CCN(C(=O)COc3ccc4c(C)cc(=O)oc4c3C)CC2)cc1	-12	3	.	4	-5	4	1	-3
O=C(CN1C(=O)CSc2ncccc21)N1CCOCC1	-1	0	-2	-1	6	-2	-9	1

Part of the list above in order of count of non-hydrogen atoms, low to high:
SMILES	S100A4 MyoIIA	LGR2 inh	EWS-Fli inh	PGC1a acetyl inh	PAX8 reporter	PglD DTNB	FN deposit inh	ERAP1 HTS inh
Cc1nn(CC2CC2)c(=O)n1-c1cccc(Cl)c1	-1	-3	-1	1	9	-2	2	0
O=C(CN1CCN(Cc2ccc3c(c2)OCO3)CC1)NCC(F)(F)F	-7	4	-1	.	-12	-4	0	-5
C[C@@H]1CCCCO[C@@H](CN(C)Cc2ccncc2)[C@H](C)CN([C@H](C)CO)C(=O)c2cc(NS(=O)(=O)c3cn(C)cn3)ccc2O1	2	6	3	-21	-8	-3	.	-1

Remaining list, next part
SMILES	S100A4 MyoIIA	LGR2 inh	EWS-Fli inh	PGC1a acetyl inh	PAX8 reporter	PglD DTNB	FN deposit inh	ERAP1 HTS inh
Cc1nc(-c2ccccc2)sc1C1(C)CC(c2cccc(F)c2)=NO1 (centres undefined)	-4	-5	-17	.	-13	.	7	-2
COc1ccc(C2C3=C(CC(C)(C)CC3=O)N(C)C3=C2C(=O)CC(C)(C)C3)cc1OC	-2	2	-4	13	6	-1	5	0
COc1ccc(NC(=O)Nc2ccc3c(c2)C(=O)N([C@@H](C)CO)C[C@H](C)[C@H](CN(C)C(=O)c2ccccc2)OCCCC[C@H](C)O3)cc1	3	2	2	9	10	0	.	-3
O=C(COC(=O)CCC(=O)c1cccs1)NC1CCCCC1	2	-4	1	12	-10	.	-3	-8
CC(=O)C1=C(O)C(=O)N(CCCn2ccnc2)C1c1ccc(C)cc1 (centres undefined)	6	-1	.	10	.	-3	.	0
CCOc1ccc(CC(=O)Nc2ccc(-c3ccc4nnc(C)n4n3)cc2)cc1	2	1	10	-14	-8	-1	-8	.
C[C@@H]1CCCCO[C@H](CN(C)C(=O)NC2CCCCC2)[C@@H](C)CN([C@H](C)CO)C(=O)c2cc(NC(=O)C3CCCCC3)ccc2O1	5	3	-4	9	-4	0	.	5
CC(C)(C)c1ccc(/C=N/NC(=O)c2ccccn2)cc1	-4	86*	47	3	-5	.	-7	0
CCc1ccccc1NC(=O)CN1CCN(CC(=O)Nc2ccc(-c3ccccc3)cc2)CC1	2	15	8	7	14	4	-5	-5
NC(N)=Nc1nc2ccc(Br)cc2c(=O)[nH]1	-43	22	-11	1	6	.	-2	-2
CCCOc1ccc(C(=O)Nc2ccc(S(=O)(=O)NC3=NCCCCC3)cc2)cc1	7	14	23	.	4	-4	3	-3
COC(Cc1nnc(SC)n1-c1ccc(Cl)cc1)OC	.	.	.	0	-5	0	4	.
CCCNC(=O)C[C@@H]1C[C@@H]2c3cc(NC(=O)c4ccc5c(c4)OCO5)ccc3O[C@@H]2[C@@H](CO)O1	.	7	-6	0	-6	0	3	.
CCCn1c(C(C)C)n[nH]c1=S	17	-7	1	7	-13	.	5	7
Cc1cccc(CS(=O)(=O)Cc2ccc(C(=O)NCc3ccco3)o2)c1	-3	-7	1	.	40	.	3	0
Cc1ccc(OC(=O)CCS(=O)(=O)c2ccc(C)cc2)cc1	-2	-1	5	-3	3	0	2	2
COc1ccc(OC)c(NC(=O)c2sc3nc(C)cc(C)c3c2N)c1	-2	6	-6	.	-8	-2	1	2
Cc1cc(C)c2c(=O)[nH]c(SCC(=O)c3ccc(C)c(C)c3)nc2n1	-4	.	3	.	-8	.	-19	-1
CCCC(=O)Nc1ccc2c(c1)OC[C@H](C)N(Cc1cncnc1)C[C@@H](C)[C@H](OC)CN(C)C2=O	4	18	-2	1	-5	-3	-4	-1
S=C(NCc1ccccc1)Nc1cccc2ccccc12	-3	-12	.	11	4	-3	.	2
CCS(=O)(=O)N[C@H]1CC[C@@H](CC(=O)Nc2ccc(-c3ccccc3)cc2)O[C@@H]1CO	3	-17	1	-3	21	7	5	-1
COc1ccccc1CNC(=O)COC(=O)C1CCN(S(=O)(=O)c2ccc(C)c(C)c2)CC1	-3	-4	2	2	4	-1	1	3
O=CN1CCN(C(=S)NC(=O)c2ccc(Cl)cc2)CC1	-2	2	-7	-3	.	1	4	1
CCN(C[C@H]1N[C@@](CC)(C(=O)OC)[C@H]2C(=O)N(C)C(=O)[C@@H]12)S(=O)(=O)c1ccc(C)cc1	-7	-5	-2	.	6	0	3	1
C[C@H]1CN([C@@H](C)CO)C(=O)c2cc(C3=CCCCC3)cnc2O[C@H]1CN(C)C(=O)Nc1ccc(F)cc1	0	-23	1	-5	3	1	-14	0
Cc1cc(C(=O)NCc2ccco2)cs1	-1	-3	-13	0	.	-6	.	-1
O=C(NNC(=O)C12CC3CC(CC(Cl)(C3)C1)C2)c1csc(N2CCOCC2)n1	2	12	-4	0	1	5	.	-4
NC(N)=N/N=C/c1ccc2cccc(OCc3ccccc3)c2n1	-5	.	11	.	7	.	0	-2
Cc1cc(Br)cn2c(Cc3ccccc3C(F)(F)F)c(-c3ccco3)nc12	-1	28	20	.	0	.	4	.
COc1cccc(NC(=O)N2CC[C@@H]3[C@@H](CO)N(C)c4ccc(-c5cccc(F)c5)cc4[C@@H]32)c1	.	-14	0	18	-14	3	-12	.
CCO[C@H]1OC(C(=O)NC2CC2)=C[C@@H](C2CCCCC2)[C@@H]1CCCO	-13&3	-5	-7&-4	1	14&-9	1&4	-3	0&2
O=C(CCn1cccn1)Nc1ccc(-c2ccno2)cc1	-5	-15	-25	-3	-13	0	-7	2
O=C(CN1CCN(C(=O)CNC(=O)c2ccc(N3CCCC3=O)cc2)CC1)Nc1ccccc1Cl	-1	-4	0	-8	-11	5	6	-1
Cc1ccccc1-c1ccc([C@H]2[C@@H](CO)N3C(=O)CN(C(=O)Cc4ccccn4)C[C@@H]23)cc1	9	-3	3	5	-18	.	.	-1
C[C@H](CO)N1C[C@H](C)[C@@H](CN(C)Cc2ccc3cccnc3c2)OCc2cn(nn2)CCCC1=O	.	7	1	-5	-4	.	0	.
O=c1[nH]c(C2CCCN(S(=O)(=O)c3ccccc3Cl)C2)nc2c1nnn2Cc1ccc2c(c1)OCCO2 (centres undefined)	0	-11	15	-19	11	0	16	-1
CC1=C(C(=O)N(C)C)C(c2ccc(N3CCOCC3)cc2)NC(=O)N1 (centres undefined)	-5	8	-7	.	5	-6	-19	.
O=C(O)COc1ccc(NC(=O)c2ccc3c(c2)C(=O)N(Cc2ccccc2)C3=O)cc1	4	7	.	.	21	-5	2	-57
COc1ccccc1CN1CC(C(=O)NCCn2nc(C)cc2C)CCC1=O (centres undefined)	-1	-4	.	3	-15	3	-3	-6
O=C(CNC1CCCCC1)Nc1ccc([N+](=O)[O-])cc1C(=O)Nc1ccccc1F	-11	-3	10	-9	29	0	13	.
